IL2 activator: IL-2 activation. IL-2 activation reporter assay, cell-based qHTS; stimulated with anti-CD3/CD4/CD28 beads; in transgenic mouse T cells. activation, % (series mostly up to about 46 µM). actives 0.065% (n = 360,000). AID 652025; in the data active means activation above about 50%; inconclusive means mostly about 30% to 49%; further: 0% is about no effect
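Using fluorescent plate cytometry, EGFP and DsRed are detected in transgenic mouse T cells stimulated 18 h at 37 degrees C with antibody-coated beads after 60 min compound pretreatment.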
FUS suppressor: FUS proteinopathy suppression in yeast | S. cerevisiae FUS-expressing, growth rescue, OD600, 24 h | Potency, µM (highest dose often 76.6 µM), for inactives: top-dose growth rescue (activation), most hits filed as activators | actives 0.24% (n = 390,000) | AID 1347120;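 further: potency means the concentration at half of the fitted maximal effect; plate controls were DMSO vehicle for no effect and reference control for full effect; nearly all actives have a fitted effect of over 55% in size; some results filed as inactive show a strong effect at the top dose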
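Yeast expressing FUS under galactose induction, OD 0.005 in 2% galactose medium; compounds in a dilution series, 24 h at 30C. Growth rescue by absorbance at 600 nm; CP55940 positive control, DMSO negative.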
EPAC1 antagonist: EPAC1 (human) antagonism; O95398; EPAC1 GEF assay, Rap1b-BODIPY-GDP exchange fluorescence; Potency, µM (series often up to 115 µM), for inactives: top-dose activity change, negative = inhibition, actives largely listed as inhibitors; actives 0.14% (n = 360,000);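 further: potency means the concentration at half of the fitted maximal effect; plate controls were vehicle for no effect and positive control for full effect; nearly all actives have a fitted effect of over 50% in size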
WRN helicase inh: WRN helicase (human) inhibition; Q14191; WRN helicase unwinding, fluorescent forked duplex, kinetic; Potency, µM (series often up to 114 µM), without a hit: at the highest dose activity change, negative = inhibition, usual class: inhibitors; actives 0.46% (n = 360,000); AID 651768; further: potency means the concentration at half of the fitted maximal effect; on the % scale 0 is the no-effect control and ±100 the full control effect; nearly all actives have a fitted effect of over 55% in size
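Fluorescence dequenching readout, ex 525 nm/em 598 nm, kinetic mode: forked duplex DNA (100 nM final) with adjacent fluorophore and quencher unwound by WRN (20 nM final) with 2 mM ATP. Compound preincubation 15 min, room temperature.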
EPAC1 ag: EPAC1 (human) agonism. O95398. EPAC1 agonist qHTS, biochemical assay; response scale: 100% = response to 6.5 mM cAMP. Potency, µM (top dose mostly 154 µM), inactives show at the top dose activation, usual class: activators. actives 0.073% (n = 360,000). AID 720707; further: potency means the concentration at half of the fitted maximal effect; nearly all actives have a fitted effect of over 60% in size
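Multi-concentration qHTS readout: loss of Rap1B-bound BODIPY-GDP fluorescence driven by 100 nM EPAC1 with excess GDP (50 uM), monitored kinetically at room temperature; agonist response expressed relative to 6.5 mM cAMP.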
PLK1 PBD block: PLK1 (human) polo-box domain binding inhibition. P53350. Plk1 PBD binding of FITC phosphopeptide, fluorescence polarization. Potency, µM, for the others: max response, negative = inhibition, usual class: inhibitors. actives 2.8% (n = 360,000). AID 720504; further: potency means the concentration at half of the fitted maximal effect; series mostly up to about 57 µM; on the % scale 0 is the no-effect control and ±100 the full control effect; nearly all actives have a fitted effect of over 65% in size
Target sequence (P53350 whole entry, looked up, the tested form may be a part): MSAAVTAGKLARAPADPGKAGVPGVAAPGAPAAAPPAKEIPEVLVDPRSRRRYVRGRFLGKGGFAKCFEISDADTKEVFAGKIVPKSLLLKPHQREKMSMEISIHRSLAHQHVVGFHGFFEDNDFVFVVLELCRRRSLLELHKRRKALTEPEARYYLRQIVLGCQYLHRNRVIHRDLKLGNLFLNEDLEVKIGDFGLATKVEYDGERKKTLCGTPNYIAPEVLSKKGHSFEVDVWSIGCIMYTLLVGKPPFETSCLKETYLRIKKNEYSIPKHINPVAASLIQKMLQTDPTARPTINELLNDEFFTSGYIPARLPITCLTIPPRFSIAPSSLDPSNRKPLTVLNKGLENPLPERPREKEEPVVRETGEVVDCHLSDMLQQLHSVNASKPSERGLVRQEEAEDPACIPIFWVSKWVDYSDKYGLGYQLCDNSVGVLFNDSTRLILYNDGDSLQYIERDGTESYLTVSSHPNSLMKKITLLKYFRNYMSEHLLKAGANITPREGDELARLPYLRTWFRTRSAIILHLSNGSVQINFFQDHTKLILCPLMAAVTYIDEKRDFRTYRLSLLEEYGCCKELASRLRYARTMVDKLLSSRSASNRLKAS
PI5P4K alpha inh: PI5P4K alpha (human) kinase inhibition; actives 1.2% (n = 330,000); max response, %; PI5P4Kalpha enzyme, ADP-Glo luminescence, 60 min; active compounds read low; P48426; active means max response of -50% or lower; inconclusive means between -30% and -50%; inactive means -30% or higher; further: value at the top dose of about 77 µM; on the % scale 0 is the no-effect control and ±100 the full control effect
Target sequence (P48426 whole entry, looked up): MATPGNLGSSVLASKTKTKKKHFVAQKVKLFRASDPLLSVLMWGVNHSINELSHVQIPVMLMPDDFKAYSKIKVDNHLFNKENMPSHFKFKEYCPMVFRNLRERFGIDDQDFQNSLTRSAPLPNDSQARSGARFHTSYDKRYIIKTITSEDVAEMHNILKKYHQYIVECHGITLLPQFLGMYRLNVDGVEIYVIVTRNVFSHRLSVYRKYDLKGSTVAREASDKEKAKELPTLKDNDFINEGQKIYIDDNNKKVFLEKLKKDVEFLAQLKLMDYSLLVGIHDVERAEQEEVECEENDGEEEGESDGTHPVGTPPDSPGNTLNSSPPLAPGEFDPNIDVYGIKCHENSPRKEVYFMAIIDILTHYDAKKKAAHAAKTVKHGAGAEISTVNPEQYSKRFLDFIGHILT
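Luminescence from ADP-Glo served as readout of PI5P4Kalpha activity in a qHTS format. Reaction: enzyme, substrate, compound, ATP at 5 microM final, 60 min at RT.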
Abeta rescue: restores growth of yeast expressing A-beta42 peptide | AID 1347071 | actives 0.063% (n = 410,000) | yeast expressing A-beta42, growth rescue, OD600, 48 h; response scale: 0% DMSO, 100% iron-clioquinol control | Potency, µM (highest dose often 46.1 µM), without a hit: top-dose growth rescue, hits mostly activators; further: potency means the concentration at half of the fitted maximal effect; nearly all actives have a fitted effect of over 55% in size
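Yeast growth medium received pinned compounds, then yeast cells expressing toxic A-beta were added; plates incubated at 30 C for 48 hr. Growth read as absorbance at 600 nm, normalized to DMSO and equimolar FeCl3 plus clioquinol controls.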
An asterisk follows results filed as active; ? = inconclusive; . = no result given; & = joins results of further samples; [ ] = another dose, or the depositor's remark. Unless noted, the call rests on the fitted dose curve; in most records, active means well fitted curve in the direction sought with a large enough effect; inconclusive means small, poorly fitted or top-dose-only effect, or another doubt; inactive means no such curve, though single readings can be large; an effect the other way counts as inactive or inconclusive.

No.	SMILES	Abeta rescue	PI5P4K alpha inh	WRN helicase inh	EPAC1 antagonist
1	Cc1cc2c(OCC(O)CNCc3ccco3)cccc2[nH]1 (centres undefined)	-9%	-2	-12%	-25%
2	O=C(NCc1cccnc1)c1ccc2sc([C@@H]3O[C@H](CO)[C@H](O)[C@H](O)[C@H]3O)nc2c1	-13%	-4	12%[57.1 µM]	-17%
3	CC(C)NC(=O)Nc1ccc2c(c1)C(=O)N([C@H](C)CO)C[C@H](C)[C@@H](CN(C)S(=O)(=O)c1ccccc1)OCCCC[C@@H](C)O2	2%	-1	7%	-1%
4	CC(C)c1cc(Cn2c3ccccc3c(=O)n2C(C)Cn2cc(-c3ccccc3)nn2)on1 (centres undefined)	9%	2	1%	2%
5	CN(C)C(=O)CCc1ccc2c3c([nH]c2c1)[C@]1(CCc2ccccc2)[C@@H](C(=O)N2CCCCC2)C[C@H](CC(=O)NCc2cccc(C(F)(F)F)c2)C(=O)N1CC3	4%	?	0%	-8%
6	NS(=O)(=O)c1ccc(CCNC(=O)Cc2ccccc2[N+](=O)[O-])cc1	-7%	2	14%	19%
7	O=C(NCc1ccccn1)C1CCN(Cc2cccc(OCc3ccccc3)c2)CC1	26%	9	-4%	-13%
8	O=C(CSc1ncnc2nc[nH]c12)Nc1ccccc1C(F)(F)F	7%	-10	10%	3%
9	Cc1sc2ccccc2c1CNC[C@H]1O[C@@H](n2cnc(C(N)=O)n2)[C@H](O)[C@@H]1O	9%	0	1%	3%
10	CCOc1ccc(-c2cc(C(=O)N/N=C/c3cccnc3)c3ccccc3n2)cc1	-18%	4	-5%	-6%
11	COC(=O)c1ccc(C)cc1C1CN=NC12Cc1cc(C)ccc1C2=O (centres undefined)	-8%	2	-5%	-21%
12	O=C(CC1C(=O)NCCN1Cc1ccccc1C(F)(F)F)NCCc1ccccn1 (centres undefined)	2%	-4	-7%	-18%

No.	EPAC1 ag	IL2 activator	PLK1 PBD block	FUS suppressor
1	-9%	-0.4	-12%	?
2	0%	-0.2	-17%	-21%
3	-10%	-2.8	-9%	15%
4	0%	2.6	-7%	18%
5	-6%	-0.3	27µM*	7%
6	-8%	-1.0	2%	-5%
7	0%	0.3	1%	.
8	7%	-0.1	-5%	.
9	-11%	-0.8	-2%	-7%
10	-11%	1.5	7%	14%
11	11%	-0.7	-14%	.
12	-6%	1.5	-14%	-16%

Later entries
No.	SMILES	Abeta rescue	PI5P4K alpha inh	WRN helicase inh	EPAC1 antagonist
13	CC(=O)c1c(N2CCCC2)nc(=S)n(-c2ccccc2)c1C	4%	.	2%	14%
14	Cc1ccc(NC(=O)CCc2c(C)nn(-c3ccc(N4CCCCC4)nn3)c2C)cc1C	-11%	2	-4%	-18%
15	COc1ccc(S(=O)(=O)N(C)CC(=O)NCc2ccco2)cc1	17%	.	-5%	4%
16	CCOC(=O)C1(Cc2cccc(F)c2)CCN(C(=O)COC)CC1	1%	2	4%	4%
17	COc1cccc(-n2c(CN3CCN(c4cccc(C)c4)C(C)C3)nc3ccc([N+](=O)[O-])cc3c2=O)c1 (centres undefined)	-1%	7	-20%	-12%
18	CC1(C)C(N(O)C(=O)Nc2ccccc2)N(c2cccc(Cl)c2)C(=O)N1O (centres undefined)	6%	-2	-7%	-18%
19	COc1ccc(Cl)cc1C1=NOC2(CCC2)C(=O)N1Cc1cccc(C#N)c1	-4%	5	-3%[57.1 µM]	-11%
20	CNC(=O)C[C@H]1C(=O)N(Cc2ccccc2)C[C@@H]1CSC	-6%	4	0%	-17%
21	CCc1nnc(NC(=O)CCN2C(=O)/C(=C/c3cc(OC)c(OC)c(OC)c3)SC2=S)s1	-2%	0	-12%	-4%
22	O=C(C1CCN(Cc2ccc(F)cc2)CC1)N(CCO)Cc1ccccc1	20%	0	-5%	2%
23	CCc1cc2c(=O)c(-c3nc4ccccc4n3C)coc2c(CN2CCCCC2C)c1O (centres undefined)	-12%	-27	?	?
24	COc1ccccc1CNC(=O)c1ccc(CS(=O)(=O)c2ccccc2C)o1	-4%	-9	0%	-11%

No.	EPAC1 ag	IL2 activator	PLK1 PBD block	FUS suppressor
13	10%	-0.1	-12%	12%
14	-12%	-3.3	-14%	42%
15	2%	0.8	-7%	17%
16	-1%	0.2	-13%	-19%
17	-2%	-4.3	-10%	.
18	-5%	0.5	-10%	4%
19	2%	-0.7	-17%	?
20	11%	-2.3	-9%	-11%
21	4%	2.5	14%	14%
22	1%	-0.3	1%	-3%
23	-11%	-3.3	2%	-9%
24	9%	2.4	-13%	10%&30%

Carrying on:
No.	SMILES	Abeta rescue	PI5P4K alpha inh	WRN helicase inh	EPAC1 antagonist
25	O=C(NCC1COc2ccccc2O1)C1C2C=CC3(CN(Cc4cccs4)C(=O)C13)O2 (centres undefined)	-8%	0	6%	6%
26	COc1ccccc1-n1c(SCC(N)=O)nnc1-c1ccc(S(=O)(=O)N2CCCCC2)cc1	2%	.	8%	7%
27	Cc1ccccc1Sc1ccc([N+](=O)[O-])cn1	11%	3	-3%	-14%
28	O=C(c1cccc(S(=O)(=O)N2CCN(c3ccc(F)cc3)CC2)c1)N1CCN(c2ccccc2O)CC1	-2%	-4	0%	-2%
29	CC(C)c1ccc(OCc2ccc(C(=O)N3CCN(c4ccccn4)CC3)cc2)cc1	-37%[inhibitor]	2	-13%	-14%
30	Cc1cc(Cl)ccc1OCCCC(=O)Nc1cccnc1	?	1	-32%	2%
31	Cc1ccc(C2/C(=C(/O)c3ccc(Cl)cc3)C(=O)C(=O)N2CC2CCCO2)o1 (centres undefined)	14%	-7	6%	14%
32	CCOc1cc(S(=O)(=O)N2CCN(Cc3ccccc3)CC2)ccc1Br	1%[9.22 µM]	-9	-23%	-3%
33	N#Cc1c(-c2ccc3c(c2)OCO3)cc[nH]c1=O	8%	-4	1%	8%
34	COc1ccc(-c2ccc(CO)o2)cc1N	-15%	2	0%	3%
35	O=C(Cn1c(NCCCO)nc2ccccc21)c1ccc([N+](=O)[O-])cc1	-3%	4	-1%	13%
36	Cc1csc2nc(CNS(=O)(=O)c3ccc4c(c3)CCCC4)cn12	4%	-3	-1%	?

No.	EPAC1 ag	IL2 activator	PLK1 PBD block	FUS suppressor
25	-2%	-1.6	-8%	11%
26	-5%	-0.6	-4%	15%
27	5%	0.6	-8%	-2%
28	-8%	-0.3	2%	?
29	19%	-0.2	-1%	?
30	8%	1.2	-21%	?
31	6%	-0.2	-7%	-25%
32	-3%	-3.2	-6%	-33%
33	-8%	-0.5	-11%	-24%
34	0%	2.0	-10%	6%
35	8%	-0.1	-5%	-14%
36	-1%	-3.7	3%	-17%

(continued)
No.	SMILES	Abeta rescue	PI5P4K alpha inh	WRN helicase inh	EPAC1 antagonist
37	O=C(CCCc1nc2ccccc2s1)NNC(=O)CCN1CCN(Cc2ccccc2)CC1	-22%	-4	-31%	6%
38	O=C(CCn1cccn1)N1CCCC(Nc2ccc(F)c(F)c2)C1 (centres undefined)	-6%	-3	-3%	-7%
39	COc1nc(N)nc(N2CCOCC2)n1	6%	0	9%	4%
40	CCOC(=O)CCC(=O)OCC(=O)NC(C)C1CC2CCC1C2 (centres undefined)	-13%	13	-11%	11%
41	CC1CC(CC(C)C(=O)NC(=S)Nc2ccc(S(N)(=O)=O)cc2)C(=O)O1 (centres undefined)	8%	-2	3%	-19%
42	O=C(CCS(=O)(=O)c1ccc(Br)s1)NCc1ccc2c(c1)OCO2	-15%	.	2%	0%
43	Cc1ccc(S(=O)(=O)NCCC(=O)NC2CCCCCC2)cc1C	23%	2	7%	9%
44	N#CCc1ccc(NC(=O)c2ccc(S(=O)(=O)N3CCOCC3)cc2)cc1	10%	-8	-16%	3%
45	Cc1ccc(OS(=O)(=O)c2ccccc2)c(/C=N/N=C2\NC(=O)C(C)S2)c1 (centres undefined)	1%	2	-7%	-22%
46	COc1ccc(NC(=O)CSc2nc3c(c(=O)n2-c2ccccc2)SCC3)c(OC)c1	22%	4	-4%	12%
47	OCCNCc1cccc(OCc2ccccc2Cl)c1	-14%	24	12%	-12%
48	CC1CCN(c2oc(-c3ccco3)nc2S(=O)(=O)c2ccccc2)CC1	-1%	-1	1%	-6%
49	Cc1cc(OC(=O)c2cccs2)ccc1C(C)C	-3%	3	-6%	4%

No.	EPAC1 ag	IL2 activator	PLK1 PBD block	FUS suppressor
37	7%	-5.2	-20%	12%
38	2%	1.1	-11%	-9%
39	-10%	-1.1	-1%	-7%
40	-2%	0.4	-5%	37%
41	-2%	0.1	-1%	-6%
42	0%	-3.5	-11%	-5%
43	-5%	-3.0	-2%	.
44	-3%	-1.1	5%	.
45	1%	0.9	-28%	2%
46	-3%	-2.8	-6%	?
47	-1%	3.2	1%	3%
48	8%	-0.2	-7%	5%
49	16%	1.6	-4%	-9%

One compound at a time, as listed above.
CC1CCN(c2oc(-c3ccco3)nc2S(=O)(=O)c2ccccc2)CC1 is listed as Abeta rescue = -1%; PI5P4K alpha inh = -1; WRN helicase inh = 1%; EPAC1 antagonist = -6%; EPAC1 ag = 8%; IL2 activator = -0.2; PLK1 PBD block = -7%; FUS suppressor = 5%
NS(=O)(=O)c1ccc(CCNC(=O)Cc2ccccc2[N+](=O)[O-])cc1 is listed as Abeta rescue = -7%; PI5P4K alpha inh = 2; WRN helicase inh = 14%; EPAC1 antagonist = 19%; EPAC1 ag = -8%; IL2 activator = -1.0; PLK1 PBD block = 2%; FUS suppressor = -5%
COc1ccccc1CNC(=O)c1ccc(CS(=O)(=O)c2ccccc2C)o1 is listed as Abeta rescue = -4%; PI5P4K alpha inh = -9; WRN helicase inh = 0%; EPAC1 antagonist = -11%; EPAC1 ag = 9%; IL2 activator = 2.4; PLK1 PBD block = -13%; FUS suppressor = 10%&30%
